Source: PubChem
Pf gametocyte: kills late stage P. falciparum gametocytes | 150,000 tested, 0.065% active | AID 743093 | inhibition, % at 10.9 µM | P. falciparum stage V gametocytes, ATP luminescence, 24 h;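 active = inhibition above the mean plus 3 SD of compounds within the control limits, set per campaign, cut at about 38% in these data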;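 note: 0% = DMSO wells and 100% = medium only without gametocytes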
Rab7 wt modul: alters GTP binding to wildtype dog Rab7. GST-Rab7 beads, fluorescent GTP binding, flow cytometry; actives lie on both sides; untreated = 100%, excess cold GTP = 0%. GTP binding activity (percent of control), % at 10 µM. 190,000 tested, 0.055% active;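 active = fluorescent GTP binding to Rab7 beads changed by at least 20 points from the 100% baseline, either direction, mostly lower; inconclusive = compound itself probably fluorescent, or too few beads counted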;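 note: median green fluorescence of bound Bodipy-FL-GTP per Rab7 bead population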
Rab2 wt GTP: changes GTP binding to wildtype dog Rab2A, up or down; P61105; GST-Rab2 wt beads, Bodipy-GTP binding, flow cytometry; GTP binding activity, % at 10 µM; 190,000 tested, 0.19% active;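 active = GTP binding activity at least 20 points away from 100%, either lowered or raised; inconclusive = signal likely due to the compound's own green fluorescence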;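 note: 0% = beads with excess unlabeled GTP and 100% = no-compound control corrected for plate trend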
Rac1 wt modul: modulators of human Rac1 wildtype GTP binding; P63000; GST-Rac1 beads, fluorescent GTP binding, flow cytometry; actives lie on both sides; 0 = cold GTP competed, 100 = untreated; GTP binding activity (% of control), % at 10 µM; 190,000 tested, 0.27% active;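 active = GTP binding activity at least 20 points away from the 100% control level, either lower or higher; inconclusive = compound flagged as likely green fluorescent, judged across all proteins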
Cdc42 wt: changes GTP binding to wildtype human Cdc42; P60953; GST-Cdc42 beads, Bodipy-GTP binding, flow cytometry; actives lie on both sides; percent activity (GTP binding), % at 10 µM; 190,000 tested, 0.2% active;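 active = percent activity GTP binding at least 20 points away from the 100% baseline, either down as inhibitor or up as activator; inconclusive = compound flagged as likely green fluorescent from well-wide comparison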;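 note: median bead fluorescence of bound Bodipy-FL-GTP at 100 nM; 0% = excess unlabeled GTP control and 100% = no compound control; below 100% means less GTP binding so inhibitor and above means activator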
Target sequence (P60953 whole entry, looked up): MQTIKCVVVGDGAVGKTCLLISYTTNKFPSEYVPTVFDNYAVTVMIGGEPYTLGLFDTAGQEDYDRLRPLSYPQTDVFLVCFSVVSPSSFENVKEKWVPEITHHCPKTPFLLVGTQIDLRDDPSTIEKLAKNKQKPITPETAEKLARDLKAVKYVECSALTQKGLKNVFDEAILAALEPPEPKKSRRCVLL
Rac1 mut GTP: alters GTP binding to activated mutant human Rac1; P63000; GST-Rac1 activated beads, fluorescent GTP binding, flow cytometry; actives lie on both sides; 100% means binding = to untreated wells; percent activity (GTP binding), % at 10 µM; 190,000 tested, 0.11% active; AID 764;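 active = GTP binding at least 20 percentage points away from the 100% baseline, in either direction, so actives lie on both sides; inconclusive = Compound likely fluorescent itself, or too few beads counted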
Mcl1-Noxa inh: Mcl-1/Noxa interaction inhibition; 220,000 tested, 1.5% active; TR-FRET Mcl-1/Noxa peptide binding, 2 h; inhibition, % at 21.7 µM; AID 1022; Q07820;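 active = compounds that cut the protein-peptide binding signal by more than 50% relative to plate controls in a single-dose test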;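 note: His-tagged Mcl-1 with rhodamine Noxa BH3 peptide and terbium anti-His antibody; 0% = Mcl-1 plus Noxa peptide wells and 100% = peptide-only wells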
HRas wt GTP bind: changes GTP binding to wildtype human HRas. P01112. GST-Ras wt beads, Bodipy-FL-GTP binding, flow cytometry; actives lie on both sides. GTP binding activity, % at 10 µM. 190,000 tested, 0.14% active;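 active = GTP binding activity at least 20% away from the 100% baseline, either lowered as inhibitor or raised as activator; inconclusive = flagged as likely green fluorescent, judged across all proteins in the well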;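 note: 0% = unlabeled GTP competition control and 100% = no-compound control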
Target sequence (P01112 whole entry, looked up): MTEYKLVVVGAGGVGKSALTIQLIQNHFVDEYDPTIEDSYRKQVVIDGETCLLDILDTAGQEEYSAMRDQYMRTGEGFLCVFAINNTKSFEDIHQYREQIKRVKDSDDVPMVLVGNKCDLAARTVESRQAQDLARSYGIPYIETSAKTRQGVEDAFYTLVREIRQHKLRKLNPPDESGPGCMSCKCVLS
ABCB1 block: human ABCB1 inhibition, ABCG2 as counter-screen. P08183. CCRF-Adr cells, JC-1 efflux, flow cytometry. inhibition, % at 6.6 µM. 190,000 tested, 0.067% active. AID 1326; in the data active = inhibition above about 40%;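 note: 0% = vehicle and 100% = reference inhibitor; higher value means more JC-1 retained so stronger ABCB1 efflux block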
ABCG2 inh: human ABCG2 inhibition, ABCB1 as counter-screen. IgMXP3 cells, JC-1 efflux, flow cytometry. Q9UNQ0. AID 1325. 190,000 tested, 0.1% active. inhibition, % at 6.6 µM;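 active = inhibition above 80%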;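 note: 0% = DMSO and 100% = nicardipine control wells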
Target sequence (Q9UNQ0 whole entry, looked up): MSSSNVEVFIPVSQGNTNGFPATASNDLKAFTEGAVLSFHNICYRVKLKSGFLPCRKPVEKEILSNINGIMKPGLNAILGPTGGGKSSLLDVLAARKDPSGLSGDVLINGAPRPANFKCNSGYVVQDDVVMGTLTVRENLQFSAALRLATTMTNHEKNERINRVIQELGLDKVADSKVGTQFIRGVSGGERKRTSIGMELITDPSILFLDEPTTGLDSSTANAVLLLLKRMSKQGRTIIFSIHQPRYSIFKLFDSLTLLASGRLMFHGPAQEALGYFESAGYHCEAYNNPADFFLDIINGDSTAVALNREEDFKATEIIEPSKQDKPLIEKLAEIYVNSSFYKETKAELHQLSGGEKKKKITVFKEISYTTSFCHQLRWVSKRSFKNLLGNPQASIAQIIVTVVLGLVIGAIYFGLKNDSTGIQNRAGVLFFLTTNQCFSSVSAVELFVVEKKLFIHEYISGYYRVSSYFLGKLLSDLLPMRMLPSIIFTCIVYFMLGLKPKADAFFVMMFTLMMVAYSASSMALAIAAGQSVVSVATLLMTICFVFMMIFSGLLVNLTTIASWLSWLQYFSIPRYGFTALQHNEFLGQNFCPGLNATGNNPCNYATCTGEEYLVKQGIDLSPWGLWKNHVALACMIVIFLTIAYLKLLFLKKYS
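System: two drug-resistant human cell lines, ABCG2 and ABCB1; controls: nicardipine high and DMSO low controls; times: 10 min exposure at 25 °C with rotation, no wash; detection: flow cytometry of retained JC-1 fluorescence; read-out basis: percent efflux inhibition, scaled nicardipine 100% to DMSO 0%; doses: one concentration, 6.6 µM final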
Avidin bead fluor: avidin bead compound fluorescence profile; 220,000 tested, 0.38% active; fluorescence (KMESF) at 10 µM; Avidin beads, compound fluorescence 488/530 nm, flow cytometry; active compounds read high; AID 1775; in the data active = fluorescence above about 47; note: inactives centre near 10
Active calls of the source: *; ? = inconclusive; · = no result given.

SMILES	Pf gametocyte	Rab7 wt modul	Rab2 wt GTP	Rac1 wt modul	Cdc42 wt	Rac1 mut GTP	Mcl1-Noxa inh	HRas wt GTP bind	ABCB1 block	ABCG2 inh	Avidin bead fluor
CC(Nc1nc(N2CCCCC2)nc2ccccc12)c1ccccc1 (centres undefined)	-8.1	94.0	98.0	99.0	100.0	96.0	7.7	99.0	0.1	-0.1	5
COCCCNC(=O)c1nc2c(nnn2Cc2cc(C)ccc2C)c(=O)[nH]1	-26.2	96.0	98.0	100.0	95.0	97.0	3.0	97.0	0.6	3.2	30
COC(=O)c1ccccc1NC(=O)CN1CCN(C23CC4CC(CC(C4)C2)C3)CC1	·	96.0	95.0	97.0	98.0	96.0	8.1	96.0	1.1	2.5	6
O=C(CNCCC1=CCCCC1)Nc1ccc(N2CCCCCC2)cc1	·	97.0	104.0	106.0	108.0	102.0	23.9	103.0	0.8	5.3	13
CCCn1c2ccc(/C(C)=N\O)cc2c2cc(/C(C)=N/O)ccc21	7.1	98.0	99.0	106.0	99.0	97.0	2.8	100.0	0.9	10.1	19
CCOC(=O)N1CCN(C(=O)C2CCN(Cc3ccc(OC)cc3OC)CC2)CC1	7.3	104.0	101.0	107.0	112.0	103.0	27.2	104.0	-0.4	-4.1	12
CCCNS(=O)(=O)c1ccc(CCC(=O)N2CCN(c3ccc(F)cc3)CC2)cc1	-14.0	96.0	100.0	103.0	101.0	102.0	10.2	102.0	1.4	8.9	15
COc1ccc(NC(=O)c2ccccc2SC)cc1OC	0.3	102.0	101.0	104.0	100.0	98.0	3.6	99.0	0.0	34.2	15
O=C(NC1CCCCCC1)C1C2C=CC3(CN(Cc4cccnc4)C(=O)C13)O2 (centres undefined)	·	101.0	101.0	104.0	101.0	99.0	6.4	102.0	0.3	0.3	9
COc1cc2c(cc1OC)C(c1ccccc1)N(C(=O)c1ccco1)CC2 (centres undefined)	·	94.0	98.0	97.0	96.0	96.0	10.0	95.0	1.3	2.4	8
O=C(NC(=S)N(Cc1ccccc1)Cc1ccccc1)c1ccccc1F	2.0	96.0	99.0	98.0	100.0	95.0	-75.7	98.0	0.8	3.0	6
CC(C)(NO)/C(=N/O)c1ccc(Br)cc1	·	101.0	100.0	103.0	102.0	98.0	20.6	103.0	0.3	0.6	7
O=C(NCCCN1CCOCC1)c1cc2ccccc2oc1=O	-17.2	104.0	102.0	102.0	103.0	98.0	-3.1	104.0	0.4	2.1	41
COc1cccc(C(=O)C2CCCN(C(=O)CCc3scnc3C)C2)c1 (centres undefined)	5.8	98.0	98.0	99.0	100.0	98.0	-2.8	99.0	0.7	5.0	8
CCOC(=O)C1CCN(C(=O)c2sc3nc(-c4ccccc4)cn3c2C)CC1	-29.6	101.0	101.0	103.0	100.0	98.0	-13.9	101.0	3.3	4.3	9

Laid out differently: entries from further up.
Values in the order – Pf gametocyte | Rab7 wt modul | Rab2 wt GTP | Rac1 wt modul | Cdc42 wt | Rac1 mut GTP | Mcl1-Noxa inh | HRas wt GTP bind | ABCB1 block | ABCG2 inh | Avidin bead fluor
> COC(=O)c1ccccc1NC(=O)CN1CCN(C23CC4CC(CC(C4)C2)C3)CC1
  · | 96.0 | 95.0 | 97.0 | 98.0 | 96.0 | 8.1 | 96.0 | 1.1 | 2.5 | 6
> O=C(CNCCC1=CCCCC1)Nc1ccc(N2CCCCCC2)cc1
  · | 97.0 | 104.0 | 106.0 | 108.0 | 102.0 | 23.9 | 103.0 | 0.8 | 5.3 | 13
> CCCn1c2ccc(/C(C)=N\O)cc2c2cc(/C(C)=N/O)ccc21
  7.1 | 98.0 | 99.0 | 106.0 | 99.0 | 97.0 | 2.8 | 100.0 | 0.9 | 10.1 | 19

Further compounds
SMILES	Pf gametocyte	Rab7 wt modul	Rab2 wt GTP	Rac1 wt modul	Cdc42 wt	Rac1 mut GTP	Mcl1-Noxa inh	HRas wt GTP bind	ABCB1 block	ABCG2 inh	Avidin bead fluor
COc1cccc(/C=N/n2c(C)nc3ccccc3c2=O)c1O	·	98.0	97.0	98.0	99.0	95.0	18.0	99.0	0.0	0.9	32
Cc1cc(=O)oc2cc(OCC3CC(c4ccccc4Cl)=NO3)ccc12 (centres undefined)	·	103.0	102.0	107.0	102.0	99.0	-6.7	103.0	0.2	0.4	9
Clc1ccc2nc(C3CCN(Cc4nnnn4C4CCCCC4)CC3)[nH]c2c1	·	98.0	99.0	108.0	102.0	102.0	7.5	99.0	1.6	22.6	4
Cc1[nH]n(-c2ccc(Cl)cc2)c(=O)c1C(=O)c1ccccc1	·	88.0	91.0	99.0	96.0	93.0	26.9	94.0	0.8	3.5	13
CCN(CC)C(=O)Cn1nc(C)c2ccccc2c1=O	11.8	100.0	100.0	102.0	99.0	101.0	-2.9	101.0	0.1	-0.2	1
CCc1nnc(NS(=O)(=O)c2ccc(NC(=S)Nc3ccc(F)cc3)cc2)s1	14.6	95.0	97.0	96.0	95.0	98.0	7.2	95.0	0.8	-0.1	16
CSCC(=O)N1CCCC(CNC(=O)c2ccc(-c3ccccc3)cc2)C1 (centres undefined)	-1.8	96.0	95.0	100.0	98.0	96.0	22.7	96.0	1.3	10.6	11
Cn1c(=O)cc(SCC(=O)NCCCN2CCN(c3ccccc3F)CC2)c2ccccc21	7.8	97.0	100.0	102.0	100.0	97.0	11.9	98.0	0.7	17.5	13
CCOC(=O)CCCCC(=O)c1[nH]c(=O)[nH]c1CSCCO	3.0	103.0	101.0	106.0	103.0	100.0	9.1	103.0	0.8	2.4	2
CC(=O)/C(=N\Nc1ccc(Cl)cc1Cl)Sc1cccc2cccnc12	-3.4	94.0	97.0	100.0	93.0	97.0	7.8	97.0	3.8	4.5	1
CC(C)N1CCN(Cc2cccc3nonc23)CC1CCO (centres undefined)	9.1	100.0	99.0	105.0	100.0	98.0	-15.5	101.0	0.0	2.9	10
C/C(=N\NC(=O)C1CC1c1ccccc1)c1cccs1 (centres undefined)	·	100.0	100.0	100.0	100.0	97.0	25.5	99.0	1.6	13.8	12
O=C(OC1CCOC1=O)c1ccc(S(=O)(=O)N2CCCCCC2)cc1 (centres undefined)	8.4	98.0	101.0	104.0	101.0	101.0	-1.7	102.0	0.2	0.3	17
COC(=O)NC1CCC(NC(=O)OC)CC1 (centres undefined)	·	98.0	97.0	96.0	96.0	100.0	-21.6	95.0	0.0	1.3	3
O=S(=O)(Cc1ccccc1)NCC1CCCO1 (centres undefined)	-25.3	103.0	103.0	105.0	105.0	104.0	4.1	103.0	-0.1	-0.3	6
Cc1ccc(S(=O)(=O)NC2=C(N3CCN(Cc4ccccc4)CC3)C(=O)c3ccccc3C2=O)cc1	1.5	100.0	99.0	100.0	99.0	98.0	-8.3	98.0	20.0	21.8	33
CCOC(=O)N1CCN(C(=O)CN(C2CCCCC2)S(=O)(=O)c2c(C)cc(C)cc2C)CC1	4.6	104.0	102.0	102.0	102.0	100.0	-7.7	101.0	2.0	2.3	6
O=C(NCCCl)C1Cc2c(ccc3ccccc23)O1 (centres undefined)	·	98.0	95.0	97.0	97.0	95.0	9.0	96.0	0.4	1.8	5
CCOC(=O)C1=C(C)S/C(=C\N(C)C)C1=O	-14.9	97.0	94.0	100.0	94.0	97.0	3.8	92.0	-0.2	-0.6	3
CCOC(=O)c1sc(=NC(=O)COc2ccccc2)n(C)c1C	-3.5	108.0	101.0	101.0	95.0	97.0	-7.0	103.0	0.2	3.4	25
O=C(c1ccc2c3c(cccc13)CC2)C1CCCN(Cc2ccccn2)C1 (centres undefined)	-9.6	95.0	95.0	100.0	93.0	99.0	13.8	95.0	2.0	7.2	9
COc1ccc(C)cc1NC(=O)C1CCCN1C(=O)OCc1ccccc1 (centres undefined)	·	98.0	99.0	101.0	100.0	97.0	13.8	98.0	1.2	2.4	6
CCCCNC(=O)c1ccccc1NC(=O)CCSc1ccccc1	·	97.0	96.0	96.0	95.0	96.0	2.0	97.0	0.7	0.3	9
Cc1nc2cc(N)ccc2n1-c1ccccc1	6.7	99.0	98.0	97.0	95.0	94.0	2.3	95.0	0.3	7.9	11
Cc1cc(=O)[nH]c(N/N=C/c2c(C)nn(-c3ccc(F)cc3)c2Cl)n1	-7.2	98.0	85.0	91.0	87.0	90.0	4.6	86.0	-0.3	-0.5	10
CN(C)c1ncnc2c1NC1=C(S2)C(=NCCCC(=O)O)CC(C)(C)C1	·	97.0	106.0	105.0	106.0	102.0	39.8	105.0	0.0	0.0	12
CC(=O)NCCCNc1ccc([N+](=O)[O-])cc1	-16.3	?	?	?	?	?	-3.5	?	·	0.9	8
COc1ccc(C(=O)O/N=C2\CCCc3nonc32)cc1	21.0	?	?	?	?	?	4.0	?	2.6	10.3	4
CCNc1cc(N2CCCC2)ccc1[N+](=O)[O-]	2.1	102.0	98.0	100.0	96.0	95.0	11.4	97.0	0.3	1.9	10
COc1ccc(C(=O)CNc2ccccc2CO)cc1	·	94.0	97.0	99.0	96.0	92.0	0.0	96.0	-0.3	4.8	7
Cc1ccc(NC(=O)Cn2ccc([N+](=O)[O-])n2)cc1C	15.8	104.0	99.0	101.0	99.0	97.0	-7.6	99.0	0.5	8.4	9
COC(=O)c1cc(O)c(O)c(O)c1	·	102.0	100.0	103.0	103.0	97.0	9.4	100.0	0.4	-2.1	9
CC(NC(=O)c1ccc(OC2CCN(S(=O)(=O)N(C)C)CC2)cc1)C1CC1 (centres undefined)	-2.8	94.0	95.0	95.0	98.0	99.0	-6.0	96.0	1.1	5.2	7
COC(=O)/C(NC(C)=O)=C(\C)c1ccc(Cl)cc1	-6.4	101.0	98.0	106.0	101.0	100.0	4.7	102.0	1.5	8.0	6
CCCN1Cc2cccc(C(=O)NC(CC(=O)OCC)c3ccc(C)cc3)c2C1=O (centres undefined)	-23.7	95.0	96.0	97.0	94.0	94.0	24.9	97.0	2.9	12.7	11
Cn1c(N)c(C(=O)COC(=O)CC2CC3CCC2C3)c(=O)n(C)c1=O (centres undefined)	1.8	?	?	?	?	?	5.1	?	0.3	3.5	21
Cc1ccc(S(=O)(=O)CC(N)=O)cc1	15.4	97.0	99.0	100.0	100.0	97.0	-5.7	99.0	0.2	0.0	6
O=C1COc2ccc(C(=O)CSc3nc4ccccc4c(=O)n3-c3ccc(Cl)c(Cl)c3)cc2N1	-0.4	102.0	99.0	100.0	99.0	96.0	-51.6	99.0	0.3	1.7	23
CC[N+](C)(C)c1cccc(O)c1	·	98.0	96.0	100.0	102.0	101.0	10.6	98.0	0.1	0.0	11
COc1ccc(C(=O)OCC[N+]2(C)CCCCC2)cc1	·	93.0	97.0	96.0	98.0	96.0	44.6	96.0	-0.6	-0.2	7
